# USP2a inh: USP2a (human) protease inhibition | O75604 | USP2 core, Ub-CHOP2 coupled fluorogenic reporter, 485/531 | Potency, µM (titrated, usually from 38.3 µM), for inactives: at the highest dose activity change, negative = inhibition, actives largely listed as inhibitors | hit rate 0.01% among 330,000 | AID 463254;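 further: potency means the concentration at half of the fitted maximal effect; plate controls were DMSO wells for no effect and full inhibition by NEM control for full effect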
#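 USP2 core (10nM final) preincubated 30min RT with compound in 20mM Tris-HCl pH 8.0, 2mM CaCl2, 2mM beta-mercaptoethanol, 0.05% CHAPS; 25nM Ub-CHOP2 plus 25nM reporter substrate added, fluorescence (Ex485/Em531) read after 60min.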
# S-ASM inh: blocks human secretory acid sphingomyelinase | P17405 | placental ASM, HMU-PC fluorogenic substrate, 60 min | Potency, µM (top dose mostly 57.5 µM), for inactives: at the highest dose activity change, negative = inhibition, most hits filed as inhibitors | hit rate 0.006% among 340,000 | AID 504937; further: potency means the concentration at half of the fitted maximal effect
#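 Human placenta-derived ASM enzyme was preincubated with compound for 10 minutes at room temperature, then given fluorogenic substrate HMU-PC0 (9 uM final) for 60 minutes at 37 °C; a pH 10 stop preceded fluorescence reading at Ex 386/Em 447 nm.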
# hERG WT inh: blocks the wildtype human KCNH2 potassium channel | Q12809 | U2OS, BacMam KCNH2, thallium flux FluxOr; stronger effect = lower value | activity change, % at 1.84 µM | hit rate 0.37% among 340,000 | AID 720551;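 active means maximum activity change below -70%; inconclusive means maximum activity change between -70% and -50%; inactive means maximum activity change above -50%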; further: on the % scale 0 is the no-effect control and ±100 the full control effect
#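 U2OS cells transduced with wild-type KCNH2 virus are loaded with FluxOr dye for 45 min, and thallium flux is measured in kinetic reads before and after stimulation buffer. Rate constants are normalized to DMSO controls.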
# Menin-MLL TR inh: displaces Texas Red mutant MLL peptide from human menin; O00255; Menin + Texas Red MLL mutant peptide, fluorescence polarization; Potency, µM (top dose mostly 61.6 µM), for inactives: top-dose FP activity change, negative = inhibition, usual class: inhibitors; hit rate 0.23% among 270,000; AID 1768; active means well fitted inhibition curve with a large enough effect in the polarisation, with a control signal flat, not every such curve was filed as active; inconclusive means small, poorly fitted or top-dose-only effect, or effect the other way, or a change in a side signal; inactive means no such curve, though single readings can be large or run the other way; the % refers to the polarisation; further: potency means the concentration at half of the fitted maximal effect; % of control where 0% means no effect; many of its hits are not listed in these tables
# PKM2 act: activators of human pyruvate kinase M2; P14618; purified PKM2, Kinase-Glo ATP luminescence, activation; response scale: 0% is enzyme alone, no compound; Potency, µM (highest dose often 57.5 µM), for the others: top-dose activation, usual class: activators; hit rate 0.34% among 260,000; AID 1631; further: potency means the concentration at half of the fitted maximal effect; on the % scale 0 is the no-effect control and ±100 the full control effect; nearly all actives have a fitted effect of over 55% in size
# Target sequence (P14618 whole entry, looked up): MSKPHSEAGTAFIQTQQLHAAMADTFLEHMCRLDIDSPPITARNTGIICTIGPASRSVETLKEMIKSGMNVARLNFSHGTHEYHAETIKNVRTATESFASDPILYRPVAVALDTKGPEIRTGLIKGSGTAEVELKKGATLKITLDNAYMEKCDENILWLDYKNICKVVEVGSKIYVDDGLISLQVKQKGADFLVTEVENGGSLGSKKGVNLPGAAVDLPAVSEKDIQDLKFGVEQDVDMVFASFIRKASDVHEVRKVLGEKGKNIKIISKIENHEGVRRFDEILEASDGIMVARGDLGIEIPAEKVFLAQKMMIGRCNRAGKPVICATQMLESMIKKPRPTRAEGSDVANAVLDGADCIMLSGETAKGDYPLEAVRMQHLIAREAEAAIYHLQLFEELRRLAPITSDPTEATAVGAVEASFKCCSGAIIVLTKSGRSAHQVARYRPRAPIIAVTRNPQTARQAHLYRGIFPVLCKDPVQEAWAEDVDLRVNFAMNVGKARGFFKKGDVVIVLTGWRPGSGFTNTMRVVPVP
#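 hPK-M2, >95% pure; 0.1 mM ADP / 0.5 mM PEP final; imidazole pH7.2 buffer w/ 7 mM MgCl2, 50 mM KCl; 1 h RT; Kinase-Glo lum. Intermediate enzyme activity for dual inhibitor/activator qHTS.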
# BCR signal inh: inhibitors of chronic active B-cell receptor signaling. ABC-DLBCL IkBa-CBG/CBR reporter, luminescence ratio, 4 h. Potency, µM (series often up to 46.1 µM), without a hit: at the highest dose ratio change, negative = lower green/red ratio, hits mostly inhibitors. hit rate 0.05% among 340,000. AID 493014; active means well fitted inhibition curve with a large enough effect in the signal ratio, with a control signal flat, not every such curve was filed as active; inconclusive means small, poorly fitted or top-dose-only effect, or effect the other way, or a change in a side signal; the % refers to the signal ratio;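 further: potency means the concentration at half of the fitted maximal effect; plate controls were basal doxycycline-induced cells for no effect and cells given 10 µM MG132 for full effect; MG132 reads +100%, hits lower the ratio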
#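 Concentration-response series (up to 46 uM) were applied to TMD8 dual-reporter cells for 4 h at 37C with doxycycline. Green/red ratio, after filter-overlap correction, defined %Activity; red signal alone was normalised to basal cells and zero luminescence.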
# Eya2 phos inh: Eya2 (human) phosphatase inhibition. hit rate 0.006% among 330,000. Potency, µM (titrated, usually from 76.9 µM), for the others: at the top dose activity, negative = inhibition, actives largely listed as inhibitors. AID 488837. recombinant Eya2, OMFP fluorescence dephosphorylation (OMFP is methylfluorescein phosphate); further: potency means the concentration at half of the fitted maximal effect; on the % scale 0 is the no-effect control and ±100 the full control effect
# Target sequence (O00167 whole entry, looked up): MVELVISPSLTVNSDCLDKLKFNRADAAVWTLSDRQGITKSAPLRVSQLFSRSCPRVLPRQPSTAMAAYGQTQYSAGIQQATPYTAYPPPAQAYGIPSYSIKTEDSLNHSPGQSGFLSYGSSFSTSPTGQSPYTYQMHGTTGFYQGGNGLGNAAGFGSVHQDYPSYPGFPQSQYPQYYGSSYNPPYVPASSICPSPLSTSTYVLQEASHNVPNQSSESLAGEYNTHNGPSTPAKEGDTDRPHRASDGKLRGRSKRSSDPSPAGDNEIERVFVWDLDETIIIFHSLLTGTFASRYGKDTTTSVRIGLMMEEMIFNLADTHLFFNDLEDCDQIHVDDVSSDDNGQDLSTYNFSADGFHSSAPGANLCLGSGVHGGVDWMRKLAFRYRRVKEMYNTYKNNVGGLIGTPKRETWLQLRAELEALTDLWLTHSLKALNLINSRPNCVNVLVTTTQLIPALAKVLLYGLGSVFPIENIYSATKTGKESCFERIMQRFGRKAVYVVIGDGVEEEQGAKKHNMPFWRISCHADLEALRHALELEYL
#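 Eya2 protein (added as 0.2 uM solution) was preincubated with compound for 10 min at ambient temperature in 50 mM HEPES pH 7.5, 50 mM NaCl, 5 uM MgCl2, 0.05% BSA, 1 mM DTT. OMFP (added at 50 uM) then reacted 10 min; fluorescence read at 485/525 nm.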
# GALK inh: blocks human galactokinase activity; P51570; Purified GALK, Kinase-Glo residual ATP luminescence; Potency, µM (titrated, usually from 57.5 µM), inactives show top-dose activity change, negative = inhibition, usual class: inhibitors; hit rate 0.007% among 270,000; further: potency means the concentration at half of the fitted maximal effect; on the % scale 0 is the no-effect control and ±100 the full control effect
#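 Luminescence from leftover ATP (Ultra-Glo luciferase/luciferin) served as read-out after a 1 h room-temperature reaction of 5 nM GALK with 35 uM ATP and 100 uM galactose.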
# TSHR antag: antagonists of human thyroid stimulating hormone receptor; activity change, negative = inhibition, % at 11.5 µM; AID 504810; hit rate 0.2% among 330,000; TSHR-expressing cells, TSH-stimulated cAMP HTRF, 2 h; stronger effect = lower value; P16473;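 active means activity change below a set negative limit, meaning inhibition stronger than a set level, cut at about -70% in these data; inconclusive means activity change between two set negative limits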; further: on the % scale 0 is the no-effect control and ±100 the full control effect
#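 Read-out is FRET at 665 nm (cryptate excitation 337 nm) from a cryptate-tagged anti-cAMP antibody, competed by cell cAMP against cAMP-d2. Compounds are tested on freshly harvested TSHR cells challenged with 4nM TSH (EC80) for 2 hours at 37 deg C.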
# MBNL1 CUG block: MBNL1-poly(CUG) RNA binding inhibition; TR-FRET MBNL1-His/biotin-(CUG)12 binding, 665/545 ratio; Potency, µM (series often up to 57.5 µM), without a hit: top-dose activity change, negative = inhibition, hits mostly inhibitors; hit rate 0.036% among 280,000; AID 2675; active means well fitted inhibition curve with a large enough effect in the signal ratio, with a control signal flat, not every such curve was filed as active; inconclusive means small, poorly fitted or top-dose-only effect, or effect the other way, or a change in a side signal; inactive means no such curve, though single readings can be large or run the other way; the % refers to the signal ratio; further: potency means the concentration at half of the fitted maximal effect; on the % scale 0 is the no-effect control and ±100 the full control effect
#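 TR-FRET readout: Ex 340 nm, 665/545 nm emission ratio, normalized to buffer-only (basal) and MBNL1-(CUG)12 controls. Complex of MBNL1-His with Biotin-(CUG)12, compounds 92 nM–58 uM, incubated 60 min at room temperature.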
# Mito fusion act: blocks mitochondrial division or promotes mitochondrial fusion; S. cerevisiae fusion-defective mutant growth rescue, CellTiterGlo 48 h; Potency, µM (top dose mostly 46.1 µM), inactives show at the highest dose growth rescue (activation), actives largely listed as activators; hit rate 0.23% among 320,000;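 further: potency means the concentration at half of the fitted maximal effect; % of control where 0% means no effect; nearly all actives have a fitted effect of over 45% in size; temperature-sensitive fusion mutants such as fzo1-1 at 37 °C on non-fermentable ethanol glycerol medium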
#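 Growth-rescue viability read-out: after 48 h at the non-permissive 37C in glycerol/ethanol YPEG, yeast mitochondrial fusion mutants are measured by CellTiterGlo luminescence; compounds (23 nl pinned per well) restoring growth score as division inhibitors or fusion activators.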
# An asterisk follows results filed as active; u = inconclusive; x = no result given; & = joins results of further samples; [ ] = another dose, or the depositor's remark. Unless noted, the call rests on the fitted dose curve; in most records, active means well fitted curve in the direction sought with a large enough effect; inconclusive means small, poorly fitted or top-dose-only effect, or another doubt; inactive means no such curve, though single readings can be large; an effect the other way counts as inactive or inconclusive. An excerpt; the hit share may differ from the screen's.
No.	canonical_smiles	Menin-MLL TR inh	MBNL1 CUG block	S-ASM inh	GALK inh	hERG WT inh	Eya2 phos inh	USP2a inh	PKM2 act	TSHR antag	BCR signal inh	Mito fusion act
1	C[C@]12CC[C@H]3C(=CCc4cc(O)ccc43)[C@@H]1CCC2=O	-11.1%	18.7%	-3.6%	4.4%	1.6	0.1%	3.9%	0.8%	-14.7	u	8.9%
2	CCC(Cc1c(I)cc(I)c(N)c1I)C(=O)O (centres undefined)	20.9%	x	1.2%	x	-13.1	18.4%	-0.3%	x	-7.6	7.5%	23.2%
3	COc1cc(C(=O)NCCCCCC(=O)O)cc(OC)c1OC	-13.0%&-0.2%	3.3%	-5.9%	1.5%	-12.7	14.3%	-0.2%	-6.0%	-28.8	-1.0%	-1.1%
4	COc1cc2c(c(OC)c1OC)-c1c(cc(OC)c(OC)c1OC)C[C@H](C)[C@H](C)C2	x	-6.2%	-1.0%	0.0%	-74.0*	-7.4%	0.0%	8.8%	1.2	9.0%	-14.7%
5	Nc1ncnc(Nc2ccccc2)n1	0.6%	x	4.4%	x	2.2	-2.1%	1.7%	x	-9.0	-1.4%	-5.1%
6	CCOC(=O)Nc1ccc2c(c1)N(C(=O)CCN1CCOCC1)c1ccccc1S2	u	-17.2%&4.9%&4.3%	2.7%&7.2%	-0.7%&1.3%&-2.1%	2.1&-0.3	-23.3%&-0.4%&-14.9%	-0.2%&-1.3%&1.5%	14.8%&-12.2%	-0.1&-1.7&-2.1	-11.5%&-2.0%&-2.7%	12.5%&14.7%&8.2%
7	CC1(C)Oc2ccc(C#N)cc2[C@@H](N2CCCC2=O)[C@@H]1O	-2.9%	-14.3%	-5.9%	-1.9%	9.0	1.0%	3.4%	-12.4%	-9.3	-19.4%	-1.2%
8	C#C[C@]1(O)CC[C@H]2[C@@H]3CCC4=CC(=O)CC[C@@H]4[C@H]3CC[C@@]21CC	u	-1.1%&-7.9%	5.2%&2.5%	-1.5%&-2.2%	-6.0&-5.3	7.0%&-14.9%&-2.8%	1.9%&4.5%&2.8%	-1.0%&0.3%	-22.8&-13.9&-12.7	u	-10.5%&-1.9%&-11.6%
9	CCCc1cc(C(N)=S)ccn1	-6.9%&1.6%	7.0%	-0.6%	8.4%	2.5	2.4%	-1.3%	2.5%	1.0	7.9%	18.4%
10	O=C1CCc2cc(OCCCCc3nnnn3C3CCCCC3)ccc2N1	u	-13.8%&-0.4%&-3.9%	-0.8%	4.3%&-2.0%&0.0%	5.7	-0.3%&-2.4%&2.2%&-0.5%	6.6%&0.8%&3.2%	1.3%&-14.9%&-1.3%	-12.2&-4.5&33.0&9.4	u	u
11	COc1ccc(Sc2ccc(NC(=O)c3ccccc3Cl)cc2C#N)cc1	1.9%	10.1%	-2.5%	0.1%	1.3	-4.5%	-0.8%	3.6%	-31.6	-4.5%	1.8%
12	CCN(CC)S(=O)(=O)c1ccc(C(=O)O)cc1	4.7%	-1.4%	1.1%	4.6%	-0.4	2.2%	2.2%	0.1%	10.6	4.1%	-2.8%
13	COc1c(O)cc2c(c1O)[C@@H]1O[C@H](CO)[C@@H](O)[C@H](O)[C@H]1OC2=O	11.3%	-4.9%	3.2%	-1.0%	-5.3	6.8%	1.4%	x	-6.9	4.1%	-6.8%
14	CCN(CC)CCOC(=O)C(c1ccccc1)c1ccccc1	1.6%	14.7%	0.0%	-2.7%	25.2	0.6%	-1.0%	-2.7%	-3.7	u	-0.1%
15	C/C=C(/C)C(=O)O[C@@H]1c2cc3c(c4c2[C@@]2(CO4)C(=O)C(OC)=C(OC)C=C2C[C@@H](C)[C@H]1C)OCO3	x	4.6%	2.1%	0.0%	-8.9	2.7%	4.6%	-2.1%	-7.8	u	24.0%
16	O=C1c2c(O)cccc2C(C2OC(CO)[C@@H](O)[C@H](O)[C@H]2O)c2cc(CO)cc(O)c21 (some centres undefined)	x	x	-3.8%	x	-30.7	-20.1%	-1.0%	x	11.4	3.7%	-3.9%
17	COc1cc(NC(=O)c2cc(C3CC3)on2)c(OC)cc1Cl	-18.0%	2.7%	-0.8%	1.5%	-10.4	-5.9%	-1.2%	-5.8%	3.6	7.9%	0.7%
18	Nc1cc(=O)[nH]c(N)n1	3.5%	x	6.4%	x	-1.3	-4.2%&14.7%	3.0%	x	15.9&2.9	-6.0%	-46.8%&5.9%[inhibitor]
19	CN(C)CCOC(=O)C(c1ccccc1)C1(O)CCCC1 (centres undefined)	1.3%&-9.7%	9.7%	-1.1%	-1.1%	-7.0	0.9%	5.6%	-1.5%	12.9	-0.3%	0.4%
20	CN1CCN(c2c(F)cc3c(=O)c(C(=O)O)cn4c3c2SCC4)CC1	-20.4%&-1.7%&-1.0%	u	3.0%	-2.3%&-0.8%	1.8	0.9%&-6.4%	-2.0%&-1.8%	2.0%&-8.7%	1.5&12.0	12.2%&10.4%	-1.0%&21.9%
21	CN1CCC(=C2c3ccccc3CC(=O)c3sccc32)CC1	2.9%	-18.0%&-2.0%	-2.4%&3.6%&2.4%	0.9%&-0.1%	0.8&-2.4&3.3	1.3%&7.4%&-18.4%&5.0%	-0.6%&-0.3%&1.6%	2.4%&0.8%	-8.6&-9.0&1.4&2.1	u	u
22	CN1CCN(CCCN2c3ccccc3Sc3ccc(S(=O)(=O)N(C)C)cc32)CC1	1.4%[24.8 µM]	x	2.9%	x	68.8	8.8%	0.3%	x	15.7	u	-9.7%
23	O=C(NCCN1CCOCC1)c1ccc(Cl)cc1	-7.8%	-4.7%	9.4%	5.9%	5.0	4.3%&0.0%	4.0%	0.1%	-10.3&11.7	u	10.9%&2.5%
24	CCOc1ccc(NC(=S)N2CCC(C(O)(c3ccccc3)c3ccccc3)CC2)cc1	u	x	-11.5%	0.2%	-1.0	1.0%	-2.8%	-1.1%	-0.7	6.3%	26.7%
25	O=C(O)CCCCCCCC(=O)O	2.8%&-10.1%&-2.3%&0.5%	20µM*	-1.6%	-1.5%	0.7	0.7%&0.4%	-1.1%	-16.6%	-11.1&-31.6	13.6%	-10.8%&2.2%
26	CCCCOC(=O)c1ccc(N)cc1	10.8%	-40.3%	1.5%	-2.5%	-1.5	3.9%	-0.3%	-0.8%	5.3	u	11.2µM*
27	O=C1c2ccccc2C(=O)c2c(O)c(O)cc(O)c21	u	x	-1.5%	x	6.1	0.9%	-0.3%	x	-12.1	8.1%	x
28	C[C@@H]1C[C@H]2[C@@H]3C[C@H](F)C4=CC(=O)C(Cl)=C[C@]4(C)[C@@]3(F)[C@@H](O)C[C@]2(C)[C@@]1(O)C(=O)CO	-2.5%	0.4%	x	-0.1%	x	3.1%	-6.9%	0.9%	-5.4	-33.3%	-3.4%
29	O=c1c(O[C@@H]2O[C@H](CO)C(O)C2O)c(-c2ccc(O)c(O)c2)oc2cc(O)cc(O)c12 (some centres undefined)	x	x	-4.7%	x	-3.8	-3.7%	7.0%	x	-3.2	-1.4%	x

# Entries of single compounds, looked up by structure. Order of screens: Menin-MLL TR inh	MBNL1 CUG block	S-ASM inh	GALK inh	hERG WT inh	Eya2 phos inh	USP2a inh	PKM2 act	TSHR antag	BCR signal inh	Mito fusion act
# `CCOc1ccc(NC(=S)N2CCC(C(O)(c3ccccc3)c3ccccc3)CC2)cc1` in the list: u	x	-11.5%	0.2%	-1.0	1.0%	-2.8%	-1.1%	-0.7	6.3%	26.7%
# `CCCCOC(=O)c1ccc(N)cc1` in the list: 10.8%	-40.3%	1.5%	-2.5%	-1.5	3.9%	-0.3%	-0.8%	5.3	u	11.2µM*

# High-throughput results as filed in PubChem BioAssay.
